# LANA DNA inh: blocks KSHV LANA C-terminal domain binding to DNA. inhibition, % at 9 µM. MBP-C-LANA/FAM-LBS DNA binding, fluorescence polarization. 340,000 compounds, 0.078% hits. AID 504423;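 active means highest replicate inhibition at or above 60% at 9 µM, even if other replicates fall short; inactive means all replicates below 60% inhibition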;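 further: 0% = neutral control wells and 100% = 4 µM acridine orange control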
# MOR-DOR ag: agonists of human mu-delta opioid receptor heterodimerization. P35372+P41143. cells, OPRM1-OPRD1 heterodimerization, luminescence. activation, % at 9.3 µM. 340,000 compounds, 0.3% hits; in the data active means activation above about 18%;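 further: 0% = vehicle-treated cells and 100% = reference agonist; values of inactives mirror those of a sister screen read the other way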
# cardiac RTF act: cardiac RTF calcium sensitization; IANBD-labeled TnC RTF fluorescence at EC20 calcium; 0% EC20 calcium, 100% full calcium; activation, % at 7.2 µM; 340,000 compounds, 0.24% hits; AID 493008;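 active means activation above the mean over all tested compounds plus 3 SD, cut at about 30% in these data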;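 further: rise in fluorescence read as greater calcium sensitivity of cardiac thin filaments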
# Wnt bcat act: Wnt/beta-catenin pathway activation. Wnt/beta-catenin reporter cell assay, activator, plate reader. activation, % at 9.35 µM. 300,000 compounds, 1.2% hits; in the data active means activation above about 30%, passing the limit was not always enough;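 further: 0% = neutral control wells and 100% = positive control wells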
# OPRM1-OPRD1 inv: inverse agonists of human mu-delta opioid receptor heterodimerization | inhibition, % at 9.3 µM | cell-based MOR-DOR heterodimer luminescence, inverse agonism | P35372+P41143 | AID 504357 | 340,000 compounds, 0.21% hits; in the data active means inhibition above about 22%, passing the limit was not always enough;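 further: 0% = cells with DMSO and 100% = wells without cells with DMSO; values of inactives mirror those of a sister screen read the other way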
# Cardiac RTF inh: cardiac RTF calcium desensitization | P19429+P45379 | inhibition, % at 7.15 µM | 340,000 compounds, 0.12% hits | IANBD-labeled cardiac RTF, Ca2+ fluorescence;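 active means inhibition above the mean inhibition of all tested compounds plus 3 SD, cut at about 17% in these data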;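 further: assay run at fixed EC70 calcium of 1.6 mM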
# DSG3 Ab inh: inhibitors of pemphigus antibody binding to human desmoglein-3. P32926. 310,000 compounds, 0.48% hits. binding (percent of control), % at 10 µM. DSG3-coupled beads, scFv-anti-DSG3-GFP binding, flow cytometry; active compounds read low;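 active means binding more than 3 SD below its plate's average and above zero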;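 further: hits lower antibody fragment binding to DSG3; some compounds called inactive have numbers as strong as hits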
# Target sequence (P32926 whole entry, looked up, the tested form may be a part): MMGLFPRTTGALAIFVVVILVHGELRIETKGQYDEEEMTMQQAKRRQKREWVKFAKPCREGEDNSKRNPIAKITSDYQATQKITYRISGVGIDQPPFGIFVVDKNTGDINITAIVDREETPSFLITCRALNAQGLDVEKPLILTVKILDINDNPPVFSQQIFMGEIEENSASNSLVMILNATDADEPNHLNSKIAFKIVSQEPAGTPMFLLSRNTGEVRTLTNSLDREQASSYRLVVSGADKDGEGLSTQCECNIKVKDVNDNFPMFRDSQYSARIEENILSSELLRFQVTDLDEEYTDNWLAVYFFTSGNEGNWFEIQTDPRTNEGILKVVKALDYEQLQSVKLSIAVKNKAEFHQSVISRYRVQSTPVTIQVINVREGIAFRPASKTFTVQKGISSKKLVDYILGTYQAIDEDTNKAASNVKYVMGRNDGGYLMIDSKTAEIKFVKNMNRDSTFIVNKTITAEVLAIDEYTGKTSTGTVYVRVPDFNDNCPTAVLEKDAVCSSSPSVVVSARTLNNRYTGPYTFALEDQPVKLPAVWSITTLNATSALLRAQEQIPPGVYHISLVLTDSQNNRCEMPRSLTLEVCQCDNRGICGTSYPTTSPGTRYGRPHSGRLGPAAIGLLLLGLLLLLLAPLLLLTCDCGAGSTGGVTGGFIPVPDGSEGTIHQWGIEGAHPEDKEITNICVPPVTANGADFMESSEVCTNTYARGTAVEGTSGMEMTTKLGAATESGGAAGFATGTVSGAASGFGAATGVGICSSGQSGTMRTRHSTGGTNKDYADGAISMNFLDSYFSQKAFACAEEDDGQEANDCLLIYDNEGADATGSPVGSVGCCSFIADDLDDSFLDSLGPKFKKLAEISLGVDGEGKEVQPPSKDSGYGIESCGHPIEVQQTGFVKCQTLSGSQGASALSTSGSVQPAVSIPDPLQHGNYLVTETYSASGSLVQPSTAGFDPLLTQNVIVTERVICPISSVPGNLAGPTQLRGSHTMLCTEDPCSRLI
# Keap1-Nrf2 PPI: inhibitors of human Keap1-Nrf2 protein-protein interaction. Keap1 Kelch-Nrf2 peptide fluorescence polarization, 1536-well. inhibition, % at 9.4 µM. 340,000 compounds, 0.15% hits; in the data active means inhibition above about 12%;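 further: human Keap1 Kelch domain with fluorescein labeled Nrf2 9mer peptide probe; 0% = neutral control wells and 100% = peptide positive control; higher means more block of Keap1 binding to Nrf2 peptide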
# V-ATPase pHluor: regulators of yeast V-ATPase proton transport | response, % at 10 µM | S. cerevisiae, pHLuorin cytosolic pH fluorescence | 350,000 compounds, 0.37% hits | AID 504577; in the data active means response mostly above about 7.3%, no sharp cut-off; inactive means mostly below about 5.4%; further: actives read high; inactives centre near 0; some compounds called inactive have numbers as strong as hits; reference of the scale not given here
# Arrestin-AP2 inh: blocks beta-arrestin peptide binding to AP2 adaptin; FITC-arrestin peptide / GST-AP2 beads, flow cytometry; AP2 beta2 appendage carries R879A mutation; inhibition, % at 10 µM; 340,000 compounds, 0.31% hits;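 active means inhibition above a set limit, near 3 SD of compounds lacking own fluorescence, cut at about 54% in these data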;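 further: plate controls were DMSO wells for no effect and 5 µM unlabelled arrestin peptide for full effect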
#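 test system = AP2 appendage R879A on GSH beads | buffer or medium = PBS plus Tween 20 (0.05%) and BSA (0.1%) | incubation = 12 min plus 1 h, RT | detection = bead flow cytometry, FITC channel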
# * marks the source's active call; other numbers are inactive results; . = no result given. Compounds as they come; any-hit rate near 3.1%.
1) COc1ccc(C2=NN(c3nc(-c4ccccc4)c(CC(=O)O)s3)C(c3ccco3)C2)cc1 (centres undefined)
2) Cc1ccc(Cn2c(C(CO)Nc3nc(-c4ccc(F)cc4)cs3)nc3ccccc32)cc1 (centres undefined)
3) O=C(CSc1nnc(CCCN2C(=O)c3cccc4cccc(c34)C2=O)n1-c1ccccc1)NCCCN1CCOCC1
4) NC(=O)CSc1ncc(-c2ccccc2)[nH]1
5) CCOC(=O)C1C(c2ccc3c(c2)OCO3)NC(=O)NC1(O)C(F)(F)F (centres undefined)
6) CCCOc1ccc(N2C(=O)CC(N(Cc3ccco3)C(=O)CC)C2=O)cc1 (centres undefined)
7) CC1CN(C(=S)Nc2cccc(F)c2)CC(C)O1 (centres undefined)
8) COC(=O)c1c(-c2ccncc2)csc1NC(=O)c1ccoc1C
9) COc1ccc(OC)c(Cc2nnc(CCC(=O)N3CCCCC3c3nccs3)o2)c1 (centres undefined)
10) CC1CCN(C(=O)COC(=O)c2cc(Cl)cc(Cl)c2N)CC1

Compound,1,2,3,4,5,6,7,8,9,10
LANA DNA inh,1.4,-0.4,-2.6,0.2,-1.4,-1.3,2.6,-1.0,-0.9,-0.8
MOR-DOR ag,-2.4,1.5,0.2,-1.6,-1.8,-0.6,3.2,-1.2,-2.7,1.9
cardiac RTF act,-26,0,8,0,1,2,0,-6,-1,-5
Wnt bcat act,.,-10,-3,11,.,0,0,.,40*,-2
OPRM1-OPRD1 inv,13,-7,-1,9,8,3,-15,7,14,-10
Cardiac RTF inh,-7,3,-6,-4,4,-9,-7,-6,5,-1
DSG3 Ab inh,124,106,98,100,103,109,98,105,110,99
Keap1-Nrf2 PPI,0,-2,-2,4,-7,-2,-1,1,-5,-4
V-ATPase pHluor,3,0,1,-2,-1,3,2,-3,3,0
Arrestin-AP2 inh,1,-3,-5,1,-10,-5,17,24,-16,-1

11) O=c1cc(CSc2nnc(Nc3ccccc3)s2)nc2sccn12
12) COc1ccc(NS(=O)(=O)c2cccc(C(=O)O)c2)cc1
13) CCOc1cc(C(=O)NC(C)C2CCCO2)cc(OCC)c1OCC (centres undefined)
14) CCOC(=O)c1ccc(NC(=O)CCS(=O)(=O)c2cccc3nonc23)cc1
15) CCC(=O)Nn1cnc2c(c1=O)C1(CCCCC1)Cc1ccccc1-2
16) COc1ccc(NC(=S)Nc2cccc(C(C)=O)c2)cc1OC
17) Cc1cccc(N2CCN(C(=O)CNC(=O)c3cccc([N+](=O)[O-])c3)CC2)c1C
18) COCCn1c(N)c(N(Cc2ccccc2)C(=O)c2ccc3ccccc3c2)c(=O)[nH]c1=O
19) COc1ccc(C(CC(=O)O)N2C(=O)CCC2=O)cc1 (centres undefined)
20) CCCCC(CC)COC1(c2ccccc2)OC(=O)c2ccccc21 (centres undefined)

Compound,11,12,13,14,15,16,17,18,19,20
LANA DNA inh,-1.4,0.1,-0.7,-1.2,0.7,-1.0,-0.9,1.1,-6.5,-0.3
MOR-DOR ag,-1.7,0.3,-3.6,-1.9,0.1,-1.5,-0.3,0.2,-3.2,-1.6
cardiac RTF act,-4,11,-1,0,1,-4,-3,4,4,3
Wnt bcat act,.,-1,0,0,1,0,1,0,6,.
OPRM1-OPRD1 inv,10,-2,16,10,-1,8,2,-1,16,9
Cardiac RTF inh,-7,-6,-3,-1,5,-3,4,4,-7,-1
DSG3 Ab inh,102,110,.,94,95,101,.,.,104,98
Keap1-Nrf2 PPI,-3,2,1,0,-4,-1,0,-3,-5,0
V-ATPase pHluor,2,4,-4,-4,-4,3,0,-1,-1,-2
Arrestin-AP2 inh,-7,8,26,-9,-4,6,11,27,-2,10

21) CC(NCC(O)COCCC12CC3CC(CC(C3)C1)C2)c1ccccc1 (centres undefined)
22) CCOC(=O)c1ccc(NC(=O)CN(c2ccc(C)cc2)S(=O)(=O)c2c(C)n[nH]c2C)cc1
23) Cc1ccc(-c2csc(N(CCO)CCCn3c(C(F)(F)F)nc4cc(C(F)(F)F)ccc43)n2)cc1
24) CCOC(=O)CNc1nc(Cl)nc(Nc2ccc(Cl)cc2)n1
25) N#Cc1ccc2ccn(CC(=O)NCc3ccco3)c2c1
26) CCOC(=O)Cc1nn(Cc2nc(-c3ccc(C)cc3)cs2)c(=O)c2ccccc12
27) CN(C)c1ccc([N+](=O)[O-])cc1C(=O)NCC(c1ccco1)N(C)C (centres undefined)
28) COCCCN=CC1=C(O)CC(C)(C)CC1=O
29) CC1=CC(C)(C)N2C(=O)C3(C(C#N)=C(N)OC4=C3C(=O)CC(C)(C)C4)c3c(C)c(C)cc1c32 (centres undefined)
30) COc1ccc(C(=O)Nc2ccccc2N2CCN(C(=O)C(C)C)CC2)cc1Cl

Compound,21,22,23,24,25,26,27,28,29,30
LANA DNA inh,-0.1,-0.6,-2.6,1.4,0.3,0.4,1.3,-0.5,0.1,1.9
MOR-DOR ag,13,0.0,-0.2,0.2,0.3,0.4,-1.3,-1.2,0.7,1.0
cardiac RTF act,-6,0,2,6,-4,13,-2,-5,12,5
Wnt bcat act,-12,.,-3,-2,-3,1,0,.,-3,.
OPRM1-OPRD1 inv,-93,0,1,-1,-2,-2,7,6,-4,-6
Cardiac RTF inh,11,-4,-9,2,1,-11,0,-3,-2,0
DSG3 Ab inh,107,107,.,92,100,99,111,99,103,104
Keap1-Nrf2 PPI,2,-2,-8,-3,-3,-4,3,2,-3,-1
V-ATPase pHluor,0,-1,0,4,1,6,3,-2,-4,-4
Arrestin-AP2 inh,5,-2,-11,-4,1,8,-2,-3,-7,24

31) Cc1cc(NC(=O)c2ccccc2Cl)c(C(C)C)cc1O
32) Nc1nc(SCc2ccc3c(c2)OCO3)n[nH]1
33) COC(=O)c1cn(NC(=O)Cc2ccc(OC)c(OC)c2)c(=O)c2ccccc12
34) O=C(O)COc1ccccc1/C=C1\SC(=S)N(/N=C/c2ccccc2O)C1=O
35) CCCS(=O)(=O)NCCc1cc2ccc(OC)cc2[nH]c1=O
36) OCCNc1nc(C2CC2)nc2c1nnn2Cc1ccccc1Cl
37) CC(CCc1ccccc1)NC(=O)c1ccccc1 (centres undefined)
38) O=C(Cn1cc(C(F)(F)F)cc(Cl)c1=O)NCc1ccc(Cl)cc1Cl
39) COC(=O)/C(C#N)=C/c1c(N2CCN(Cc3ccc4c(c3)OCO4)CC2)nc2c(C)cccn2c1=O
40) CCO[C@@H]1OC(C(N)=O)=C[C@H](c2ccccc2)[C@H]1CCCO

Compound,31,32,33,34,35,36,37,38,39,40
LANA DNA inh,3.0,-0.3,-1.1,0.2,0.2,1.2,-1.0,3.1,0.0,0.6
MOR-DOR ag,3.6,-0.8,-1.9,0.6,-1.1,0.2,-3.6,4.1,-1.7,-1.8
cardiac RTF act,1,-1,2,-1,3,8,6,4,7,-3
Wnt bcat act,.,.,-1,7,4,.,1,-2,-2,-3
OPRM1-OPRD1 inv,-18,4,9,-3,7,-1,15,-22,9,10
Cardiac RTF inh,-10,3,3,-19,-5,3,3,-5,-1,1
DSG3 Ab inh,102,101,92,119,112,97,110,105,115,104
Keap1-Nrf2 PPI,1,-2,0,-5,-7,1,-3,-1,-4,-6
V-ATPase pHluor,-5,0,-1,4,.,1,1,1,-4,2
Arrestin-AP2 inh,7,2,4,0,.,-2,6,-4,14,-7

41) NC(=O)c1ccc(NC(=O)COC(=O)CCC2CCCCC2)cc1
42) CCn1c2ccccc2c2cc(C3C(C#N)=C(N)Oc4n[nH]c(COC)c43)ccc21 (centres undefined)
43) C1CCCCCC2(CCCCC1)OCC(CN1CCOCC1)O2 (centres undefined)
44) COc1cc(C(=O)Oc2cccc(C(=S)N3CCOCC3)c2)cc(OC)c1OC
45) COc1ccccc1NCC(=O)c1ccc(Cl)cc1
46) CCOc1ccc(NC2=NC(C(=O)NCc3ccccc3)CC(=O)N2)cc1 (centres undefined)
47) COc1ccc(-c2cn(-c3ccccc3)nc2C(=O)O)cc1OC
48) CCOC(=O)c1csc(COc2ccccc2Cl)n1
49) COc1cc(OC)cc(C(=O)N[C@H](C(=O)OCc2cc(=O)oc3cc(C)ccc23)C(C)C)c1
50) CC1Cc2ccccc2N1S(=O)(=O)c1cccc(C(=O)NCc2ccncc2)c1 (centres undefined)

Compound,41,42,43,44,45,46,47,48,49,50
LANA DNA inh,0.4,-1.8,0.8,0.0,-1.3,-0.8,-0.6,-0.4,-0.5,-1.6
MOR-DOR ag,-1.4,-1.1,4.5,-2.5,-3.0,-0.3,-2.3,-2.3,-0.9,2.0
cardiac RTF act,-5,-2,0,-6,-8,-2,-5,-9,8,0
Wnt bcat act,-2,-8,0,-1,0,.,1,8,0,-7
OPRM1-OPRD1 inv,5,6,-27,17,17,2,11,11,5,-8
Cardiac RTF inh,3,5,2,-4,-2,0,-6,5,-7,-1
DSG3 Ab inh,102,99,94,103,103,108,99,112,125,.
Keap1-Nrf2 PPI,1,-3,-4,2,-1,-2,1,-1,-1,-5
V-ATPase pHluor,0,-2,-2,-2,4,-3,1,-1,-2,-1
Arrestin-AP2 inh,3,-3,-5,19,25,8,-6,8,-2,1

# A different layout for some results above.
# Fields – LANA DNA inh, MOR-DOR ag, cardiac RTF act, Wnt bcat act, OPRM1-OPRD1 inv, Cardiac RTF inh, DSG3 Ab inh, Keap1-Nrf2 PPI, V-ATPase pHluor, Arrestin-AP2 inh
47: COc1ccc(-c2cn(-c3ccccc3)nc2C(=O)O)cc1OC
  -0.6, -2.3, -5, 1, 11, -6, 99, 1, 1, -6
48: CCOC(=O)c1csc(COc2ccccc2Cl)n1
  -0.4, -2.3, -9, 8, 11, 5, 112, -1, -1, 8
49: COc1cc(OC)cc(C(=O)N[C@H](C(=O)OCc2cc(=O)oc3cc(C)ccc23)C(C)C)c1
  -0.5, -0.9, 8, 0, 5, -7, 125, -1, -2, -2

# Carrying on.
51) O=C(Nc1ccc(Br)cc1Cl)c1ccc2c(=O)n3c(nc2c1)CCC3
52) COC(=O)C1CC(=O)c2ccsc2C1 (centres undefined)
53) CC1CCN(C(=O)C2(NC(=O)Nc3cccc(F)c3)CCCCC2)CC1
54) Nc1nc(N)c2cc(Sc3ccc4ccccc4c3)ccc2n1
55) CCn1cc(C2C(C(=O)Nc3cc(C)ccn3)=C(C)NC3=C2C(=O)CC(C)(C)C3)c(C)n1 (centres undefined)
56) CCOc1ccc(Cl)cc1CSc1n[nH]c(C)n1

Compound,51,52,53,54,55,56
LANA DNA inh,1.6,1.9,-0.6,.,-0.7,-2.8
MOR-DOR ag,6.2,-1.1,-2.7,.,-2.5,.
cardiac RTF act,-6,-4,2,.,4,.
Wnt bcat act,15,2,.,-3,0,-1
OPRM1-OPRD1 inv,-40,6,15,.,13,.
Cardiac RTF inh,-3,-6,-9,.,-10,.
DSG3 Ab inh,102,98,96,110,113,95
Keap1-Nrf2 PPI,1,-1,-2,.,-1,-1
V-ATPase pHluor,5,-4,-5,0,-2,2
Arrestin-AP2 inh,-15,-12,-8,29,6,1

# Screening data as filed in PubChem.
